# Screens from PubChem.
# hcDAF12 agonist: H. contortus DAF-12 nuclear receptor activators, primary screen, cell-based, luminescence, HEK293, lit1-tk-luc reporter. AID 652067, 2013. activation, % at 6.8 µM. HEK293 hcDAF-12 lit1-tk-luc reporter; 0% DMSO, 100% Δ7-dafachronic acid. 1.4% of 370,000 active;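 active means activation above the mean of all tested compounds plus 3 SD, cut at about 5.5% in these data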;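 further: 100% = response to 3 µM Δ7-dafachronic acid high control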
# NPR1 activator: GC-A stimulated cGMP production enhancers – HEK293 GC-A cells, cGMP TR-FRET, EC30 ANP, primary screen | Atrial natriuretic peptide receptor 1 (Homo sapiens), P16066 | activation, % at 10 µM | 0% at EC30 ANP, 100% saturating ANP | 0.14% of 370,000 active | AID 1671463, 2021; in the data active means activation above about 40%
# DAX1 inh-1: DAX1 (NR0B1) inhibitors, primary screen, cell-based, HEK293, Gal4-DAX1, luciferase luminescence. AID 504766, 2011. inhibition, % at 6.75 µM. Nuclear receptor subfamily 0 group B member 1 (Homo sapiens), P51843. HEK293 Gal4-DAX1 luciferase reporter. 0.99% of 340,000 active;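 active means inhibition above the mean over all tested compounds plus 3 SD, cut at about 4.2% in these data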;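 further: 0% = DAX1-transfected cells with DMSO and 100% = empty-vector control cells with DMSO; inhibition shows as a rise in luminescence from relieved DAX1 repression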
# Target sequence (P51843 207-470 limits assumed): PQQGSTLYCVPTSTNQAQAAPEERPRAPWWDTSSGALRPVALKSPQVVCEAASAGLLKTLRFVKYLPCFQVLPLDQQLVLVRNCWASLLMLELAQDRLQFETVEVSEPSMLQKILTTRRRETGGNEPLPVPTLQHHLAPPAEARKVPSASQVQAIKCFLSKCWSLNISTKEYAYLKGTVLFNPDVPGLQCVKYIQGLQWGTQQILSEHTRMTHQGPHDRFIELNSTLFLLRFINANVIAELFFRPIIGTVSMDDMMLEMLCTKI
# hgDAF-12 ag: H. glycines DAF-12 receptor agonists, primary screen, cell-based, luminescence, HEK293, GAL4 fusion, UAS-luciferase; activation, % at 6.8 µM; 1.8% of 370,000 active; HEK293 GAL4-hgDAF12 UAS-luciferase reporter, agonist luminescence; normalized to butyrate control; Nuclear hormone receptor DAF-12 (Heterodera glycines), GAL4 fusion; AID 687014, 2013;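 active means activation above a cutoff set at the mean of all screened compounds plus 3 SD, cut at about 10% in these data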;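 further: 0% = DMSO wells and 100% = sodium butyrate wells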
# ADAM10 inh: human ADAM10 inhibitors, primary screen, biochemical, QFRET, HTS; Disintegrin and metalloproteinase domain-containing protein 10 (Homo sapiens), O14672; inhibition, % at 7 µM; 0.62% of 370,000 active; AID 720582, 2013; recombinant ADAM10, EDANS/DABCYL FRET peptide cleavage, 3 h;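 active means inhibition above a per-campaign cutoff equal to the mean of compounds falling between control-based bounds plus 3 SD, cut at about 20% in these data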;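 further: 0% = DMSO wells while the 100% control is not disclosed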
# sPLA2-III inh: human group III sPLA2 inhibitors, primary screen, biochemical, QFRET, BODIPY PC-A2 liposome substrate; Group 3 secretory phospholipase A2 (Homo sapiens), Q9NZ20; QFRET BODIPY PC-A2 liposome hydrolysis, fluorescence; inhibition, % at 12.2 µM; 0.56% of 370,000 active;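 active means inhibition above mean plus 3 SD of compounds lying within the high and low control bounds, cut at about 19% in these data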;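 further: 0% = median of test compound wells and 100% = no enzyme DMSO wells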
# Target sequence (Q9NZ20 whole entry, looked up): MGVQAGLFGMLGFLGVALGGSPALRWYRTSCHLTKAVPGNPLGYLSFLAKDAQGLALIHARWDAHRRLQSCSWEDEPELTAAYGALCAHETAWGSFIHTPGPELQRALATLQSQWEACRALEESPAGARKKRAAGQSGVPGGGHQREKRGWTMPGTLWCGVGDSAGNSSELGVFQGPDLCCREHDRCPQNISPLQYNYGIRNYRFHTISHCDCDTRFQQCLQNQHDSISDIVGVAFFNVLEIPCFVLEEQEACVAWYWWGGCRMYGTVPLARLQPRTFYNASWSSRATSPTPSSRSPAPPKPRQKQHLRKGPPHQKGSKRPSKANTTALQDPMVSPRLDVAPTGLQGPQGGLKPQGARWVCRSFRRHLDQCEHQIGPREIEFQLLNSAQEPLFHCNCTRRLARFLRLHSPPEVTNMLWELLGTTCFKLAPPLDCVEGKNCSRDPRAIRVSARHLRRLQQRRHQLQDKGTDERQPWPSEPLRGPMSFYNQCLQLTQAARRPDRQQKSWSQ
# ssDAF12 agonist: S. stercoralis DAF-12 nuclear receptor activators, primary screen, cell-based, luminescence, HEK293, GRIP1 co-expression, lit1-tk-luc; AID 652126, 2013; HEK293 ssDAF-12/GRIP1 lit1-tk-luc reporter; % of 3 µM dafachronic acid response; 1% of 370,000 active; Nuclear hormone receptor DAF-12 (Strongyloides stercoralis); activation, % at 6.8 µM;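 active means activation above the mean over all tested compounds plus 3 SD, cut at about 0.9% in these data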;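 further: 0% = DMSO-only wells and 100% = 3 µM delta7-dafachronic acid wells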
# GC-B act: human GC-B receptor activators, primary screen, HEK293 GC-B cells, cGMP TR-FRET, EC30 CNP; Atrial natriuretic peptide receptor 2 (Homo sapiens), P20594; 0% at EC30 CNP, 100% saturating CNP; activation, % at 10 µM; 0.11% of 370,000 active;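 active means activation at 10 µM reaching about 35% in either raw or pattern-adjusted values, limit read from the data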
# SMARCA2 act: SMARCA2 (BRM) function activators, primary screen, cell-based, luminescence, high throughput; MG213 cells, MMTV-luciferase reporter, dexamethasone, overnight; activation, % at 9.1 µM; 1% of 370,000 active; in the data active means activation above about 7.8%;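 further: 0% = vehicle wells and 100% = reference activator wells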
# GAA850 FXN act: FXN promoter activators, primary screen, cell-based, luciferase luminescence, HEK293 lucGAA850 | HEK293 lucGAA850 FXN promoter luciferase reporter, 24 h; percent of 10 µM SAHA response | 0.56% of 360,000 active | AID 540364, 2011 | activation, % at 6 µM;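 active means activation above the average of all compounds screened plus 3 SD, cutoff fixed separately per campaign, cut at about 7.5% in these data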;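 further: 0% = DMSO wells and 100% = 10 µM SAHA wells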
# DAX1 inh-2: DAX1 (NR0B1) inhibitors on StAR promoter, primary screen, cell-based, luminescence, SF-1 (NR5A1), full-length DAX-1; HEK293T StAR-luciferase reporter, SF-1/DAX-1 repression relief; inhibition, % at 6.8 µM; 1.1% of 370,000 active; AID 652010, 2013;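 active means inhibition above the mean over all tested compounds plus 3 SD, cut at about 3.6% in these data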;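 further: 0% = DAX-1 cells with DMSO and 100% = cells lacking DAX-1 with DMSO; higher inhibition means more luminescence from relief of DAX-1 repression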
# * = called active by the depositor; i = inactive; x = no result given.
canonical_smiles	hcDAF12 agonist	NPR1 activator	DAX1 inh-1	hgDAF-12 ag	ADAM10 inh	sPLA2-III inh	ssDAF12 agonist	GC-B act	SMARCA2 act	GAA850 FXN act	DAX1 inh-2
COc1ccc(/C=C2/C(=O)N(CC3CCCO3)C(=S)N2C)c(OC)c1 (centres undefined)	-1.8	0	-0.2	0.3	5	-7	-2.2	2	1	1.3	-0.6
CCn1cnc2c1c(=O)n(CC(=O)OC)c(=O)n2Cc1ccccc1	-2.7	4	0.4	-3.9	-8	7	-1.1	12	-4	2.0	0.5
O=C(NCCS(=O)(=O)NCc1ccccc1Cl)c1ccc2c(c1)OCO2	0.0	1	-1.1	0.8	-6	4	-1.1	-3	-1	0.2	-0.5
CCOC(=O)CSc1nc(N)c(C#N)c(-c2cccs2)c1C#N	-2.1	1	-0.9	-4.6	-9	-3	-1.6	-3	-1	3.8	-1.5
Cc1onc(-c2c(Cl)cccc2Cl)c1NC(=O)NNc1ccccc1	-1.1	1	-2.4	0.6	1	-1	-1.7	1	4	-0.4	-0.8
CCc1nnc(NC(=O)c2sc3nc4cc(C)ccc4cc3c2N)s1	-1.2	4	-0.1	0.7	-35	2	0.4	0	0	-1.2	0.5
COCc1ccc(C(=O)NC2CCSc3ccccc32)cc1 (centres undefined)	1.8	-3	-0.5	2.4	2	0	-0.6	3	3	0.1	-0.1
CC(=O)Nc1cncc(-c2cccc(N(C)C)c2)n1	3.3	2	x	4.8	-9	-3	-1.3	2	1	-2.0	0.6
COc1cccc(CC2(CO)CCN(Cc3cnc(N4CCOCC4)s3)CC2)c1	-1.7	-2	-1.6	-2.3	1	-4	-1.9	-3	-2	-2.1	-1.3
CN(CCNC(=O)CCCOc1cc(=O)n(C)c2ccccc12)Cc1ccccc1	0.2	-1	-0.7	5.8	0	-3	0.1	-6	3	0.9	-0.1
CCOc1ncccc1C(=O)Nc1ccc(OC)c(S(=O)(=O)N2CCOCC2)c1	-1.2	8	-0.3	0.1	-8	6	-0.9	10	-1	2.0	-0.4
COC(=O)/C(=N/Nc1ccccc1Cl)Sc1nnc(C(O)c2ccccc2)n1-c1ccccc1 (centres undefined)	1.2	-10	-0.4	-0.8	1	-3	-0.9	-8	2	0.5	0.0
O=C(NC(=S)Nc1ccc(Cl)c(C(=O)O)c1)c1ccc(OCc2ccccc2)cc1	-0.5	-4	1.1	-0.3	11	-25	-0.6	-11	0	1.1	1.9
O=c1c2ccccc2c(-c2ccccc2)nn1-c1ccccc1	-1.1	2	x	-1.1	-1	-2	-1.4	0	0	0.7	-0.8
CCCN(CCC)Cc1c(C(=O)N/N=C/c2c[nH]c3ccccc23)nnn1-c1nonc1N	2.7	-4	0.0	0.4	15	-40	-0.8	2	-5	1.1	0.0
COc1cc(C2CC(=O)Oc3c(C(CCN4CCOCC4)c4ccc(N(C)C)cc4)c(OC)cc(OC)c32)cc(OC)c1OC (centres undefined)	-1.7	2	0.6	-1.0	6	7	-0.9	-4	1	-0.7	0.5
Cc1nc(C)n(CCNS(=O)(=O)c2ccccc2)n1	1.2	2	-0.1	-0.3	-1	1	-0.5	3	2	0.7	-0.2
CC1CC(C)(C)CC2(C1)NC(=O)N(CC(=O)NC1CCCc3ccccc31)C2=O (centres undefined)	1.2	-1	-0.1	-0.4	-8	9	-1.6	3	-2	-1.1	-0.1
COc1cccc(Nc2nc3ccccc3c(=O)[nH]2)c1	-1.0	3	0.1	4.8	-7	-8	-0.9	3	-2	-1.4	-0.5
Cc1oc(-c2ccoc2)nc1CN(Cc1ccccc1)CC1CC1	0.3	-6	-0.4	0.9	7	2	-0.6	-4	-2	0.7	-0.5
COc1ccc(C(=O)N(CCCO)Cc2cc3c(C)ccc(C)c3[nH]c2=O)cc1OC	-2.1	1	-0.4	-1.1	-28	-1	-1.0	3	0	-0.1	-0.2
COc1ccc(OC)c(CCNC(=O)C2CCN(c3nnc(-n4cccc4)s3)CC2)c1	-2.8	-2	0.1	-2.8	-6	-12	-0.9	5	-2	-0.8	-0.7
Nc1ncnc2nc(Sc3ccc(Cl)cc3)[nH]c12	0.1	1	0.1	-2.6	1	3	-1.4	-6	2	2.0	-0.2
Cn1c(C(=O)OCC(=O)NCCc2ccccc2)cc2sccc21	-3.1	-3	0.9	-3.1	0	-12	-1.9	2	0	-1.0	-0.6
CSc1ccc(CN2CCN(S(=O)(=O)Cc3ccccc3)CC2)cc1	-2.6	1	0.1	-2.7	-8	1	-1.4	1	-5	0.1	-3.5
CC(=O)Nc1ccc(N(C(=O)c2ccco2)C(C(=O)NC2CCCC2)c2ccncc2)cc1 (centres undefined)	0.4	6	-0.1	0.8	6	2	-1.0	-3	0	-2.3	0.2
Cc1cc(C)c2c(=N)c3ccccc3n(CCCCCCCCn3c4ccccc4c(=N)c4c(C)cc(C)nc43)c2n1	-1.5	-5	1.1	0.7	i	5	-1.4	-7	-10	1.3	-3.6
COC(=O)c1ccc(CNC(=O)C(C)N=C2NS(=O)(=O)c3ccccc32)cc1 (centres undefined)	1.3	-4	-0.5	-0.6	-1	2	-1.0	-3	-1	-0.5	1.2
NC(=O)c1ccsc1NC(=O)COC(=O)CNC(=O)c1ccc(Cl)cc1	-1.1	5	-1.7	-0.2	-2	-2	-1.4	-3	-1	0.1	-0.6
CC(C)c1ccc(NC(=O)[C@@H](C)NC(=O)[C@@H]2Cc3ccccc3CN2)cc1	2.7	1	2.4	1.6	8	-8	0.0	3	-3	1.0	0.4
COCCNC(=O)C(c1ccc(C)cc1)N(C(=O)CCC(=O)Nc1ccccn1)c1ccc(F)cc1 (centres undefined)	-2.0	1	0.0	-0.2	-4	1	-1.4	2	-2	1.6	-0.4
O=C(COC(=O)c1c[nH]c2ccccc12)Nc1ccccc1	1.1	3	2.5	2.0	-10	-9	-0.8	-2	-1	0.8	-0.1
CCN(CC)c1ccc(CNc2nc3ccccc3n2CC)cc1	1.0	0	-0.1	0.3	-2	4	-1.1	0	3	-1.6	-1.1
NS(=O)(=O)c1ccc(NC(=O)COC(=O)c2cc(Cl)ccc2[N+](=O)[O-])cc1	-2.2	-8	2.0	1.8	9	-5	-1.8	-5	3	3.1	-0.2
Nc1nccnc1C(=O)OCC(=O)c1ccc[nH]1	-1.8	2	-0.6	-0.4	i	10	-1.1	-3	1	0.3	-0.5
COc1ccccc1-n1cnnc1SCC(=O)N1CC(=O)Nc2ccccc21	-0.9	0	0.7	-1.1	-3	-3	-0.9	-8	-1	-0.5	0.3
Cc1cc2ccccc2n1CCNC(=O)c1ccc(S(=O)(=O)N2CCCCC2)cc1	7.5*	1	-0.7	0.4	-1	-3	-0.6	8	0	0.1	0.9
CCCCCCC(=O)N/N=C(\C)Cc1ccccc1	-2.8	-2	-0.6	0.4	0	-4	-1.8	5	-4	2.2	-0.6
O=C(/C=C/c1cccc(F)c1)Nc1ccc(S(=O)(=O)Nc2ncccn2)cc1	-0.6	-7	-1.4	-1.9	2	-19	-1.2	-3	-1	2.0	0.3
N#Cc1cnn(-c2cc(Cl)ccc2Cl)c1N	-1.5	0	0.4	-0.5	-5	8	-1.7	0	-4	0.5	-0.4
COc1cccc(CN2CCN(Cc3nc4c(s3)CCCC4)CC2CCO)c1 (centres undefined)	-1.0	2	-1.1	0.6	6	-1	-1.4	0	0	-1.8	-1.0
CC(=O)Nc1ccc(NC(=O)CSc2nnc(NC(=O)c3ccco3)s2)cc1	0.0	-2	0.2	2.9	0	-1	-0.9	2	4	0.1	-2.5
COc1cccc2sc(Nc3nc(-c4ccncc4)cs3)nc12	-0.4	-18	-2.0	5.6	-10	-25	-1.5	-15	-1	-8.0	-4.2
CCC(C)(C)NC(=O)Cc1ccc(C)cc1	0.1	-5	-0.4	-0.3	-3	2	-1.5	-3	2	-0.3	1.0
COc1ccc(P(=O)(COc2ccc([N+](=O)[O-])cc2)c2ccc(OC)cc2)cc1	-1.6	0	-1.1	0.8	1	-4	-1.4	1	3	1.2	-0.5
O=C(NC1CCCCC1)c1cc(C2CC2)on1	2.2	3	1.2	9.9	-1	3	-0.6	3	5	2.1	1.2
Cc1cc(C)cc(OCCCn2ccnc2)c1	0.8	-4	0.4	4.1	-1	-17	-0.8	0	0	0.2	-0.1
Cc1sc2nc3ccc(N4CCCC4)nn3c(=O)c2c1C	1.9	11	-1.2	-1.3	-334	2	-1.2	-3	-5	1.1	-1.4

# Fetched by compound from the list above, 2 records:
canonical_smiles	hcDAF12 agonist	NPR1 activator	DAX1 inh-1	hgDAF-12 ag	ADAM10 inh	sPLA2-III inh	ssDAF12 agonist	GC-B act	SMARCA2 act	GAA850 FXN act	DAX1 inh-2
O=C(/C=C/c1cccc(F)c1)Nc1ccc(S(=O)(=O)Nc2ncccn2)cc1	-0.6	-7	-1.4	-1.9	2	-19	-1.2	-3	-1	2.0	0.3
Cc1nc(C)n(CCNS(=O)(=O)c2ccccc2)n1	1.2	2	-0.1	-0.3	-1	1	-0.5	3	2	0.7	-0.2

# Compound profiles, from the list above. Order of values: hcDAF12 agonist, NPR1 activator, DAX1 inh-1, hgDAF-12 ag, ADAM10 inh, sPLA2-III inh, ssDAF12 agonist, GC-B act, SMARCA2 act, GAA850 FXN act, DAX1 inh-2
# `COc1cccc(CN2CCN(Cc3nc4c(s3)CCCC4)CC2CCO)c1` (centres undefined) as listed: -1.0, 2, -1.1, 0.6, 6, -1, -1.4, 0, 0, -1.8, -1.0
# `Cc1cc(C)cc(OCCCn2ccnc2)c1` as listed: 0.8, -4, 0.4, 4.1, -1, -17, -0.8, 0, 0, 0.2, -0.1
# `N#Cc1cnn(-c2cc(Cl)ccc2Cl)c1N` as listed: -1.5, 0, 0.4, -0.5, -5, 8, -1.7, 0, -4, 0.5, -0.4
# `Cc1cc2ccccc2n1CCNC(=O)c1ccc(S(=O)(=O)N2CCCCC2)cc1` as listed: 7.5*, 1, -0.7, 0.4, -1, -3, -0.6, 8, 0, 0.1, 0.9
